Source: PubChem BioAssay
SIRT5 inh – blocks human SIRT5 desuccinylation of peptide. Purified SirT5, succinyl-peptide AMC, trypsin-coupled fluorescence. actives 1.1% (n = 330,000). AID 652115. Q9NXA8. inhibition, % at 15 µM; in the data active means inhibition above about 15%; inconclusive means no clear call, values can overlap the other calls
Target sequence (Q9NXA8 whole entry, looked up): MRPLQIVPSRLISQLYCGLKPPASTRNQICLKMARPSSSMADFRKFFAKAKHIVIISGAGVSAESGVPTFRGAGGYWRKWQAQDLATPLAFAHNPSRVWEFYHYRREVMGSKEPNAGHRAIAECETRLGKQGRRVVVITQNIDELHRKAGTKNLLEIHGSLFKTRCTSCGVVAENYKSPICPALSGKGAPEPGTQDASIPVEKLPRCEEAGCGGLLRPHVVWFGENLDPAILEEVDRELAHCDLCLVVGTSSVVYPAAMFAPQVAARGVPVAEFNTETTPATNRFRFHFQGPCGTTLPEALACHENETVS
LGR2 inh – blocks bursicon-induced cAMP signaling via Drosophila LGR2. HEK293 LGR2, CRE-luciferase, bursicon-stimulated, 4 h. inhibition, % at 9.99 µM. actives 0.35% (n = 380,000). AID 720647;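 active means drop in luminescence signal, shown as inhibition above about 50% in the replicate tests, limit read from the data, passing the limit was not always enough; inconclusive means probably only some replicates passing the limit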;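 further: agonist challenge used bursicon conditioned medium at about half maximal strength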
S100A4 inh HTS – S100A4-myosin IIA interaction inhibition. P26447. S100A4/TAMRA-MyoIIA peptide fluorescence polarization. inhibition, % at 10.7 µM. actives 0.14% (n = 360,000);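 active means mean inhibition of at least 70% across replicates, with every replicate also reaching that level; inconclusive means mean inhibition reaches 70% but some replicates fall short; inactive means mean inhibition below 70%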
Target sequence (P26447 whole entry, looked up): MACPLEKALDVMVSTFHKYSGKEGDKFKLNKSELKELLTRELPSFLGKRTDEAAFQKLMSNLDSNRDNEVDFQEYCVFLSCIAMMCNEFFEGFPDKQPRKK
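Test system – S100A4 monomer (human) · Compound – single-point compound testing · Schedule – 5 min incubation before reading · Probe or stimulus – TAMRA-labelled myosin IIA heavy-chain peptide probe, 5 nM · Benchmarks – neutral control DMSO, positive control TFP · Medium – Calcium-containing HEPES buffer, pH 7.2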
CASP6 VEID inh – caspase-6 (human) enzyme inhibition; purified caspase-6, Z-VEID-R110 cleavage fluorescence; inhibition, % at 12.5 µM; actives 0.53% (n = 350,000);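 active means mean inhibition across replicates at least about 35%, with every replicate also reaching that limit, limit read from the data; inconclusive means only one of the two criteria met; inactive means neither criterion met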;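 further: 0% = median of neutral control wells and 100% = no fluorescence left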
Target sequence (P55212 24-179 limits assumed): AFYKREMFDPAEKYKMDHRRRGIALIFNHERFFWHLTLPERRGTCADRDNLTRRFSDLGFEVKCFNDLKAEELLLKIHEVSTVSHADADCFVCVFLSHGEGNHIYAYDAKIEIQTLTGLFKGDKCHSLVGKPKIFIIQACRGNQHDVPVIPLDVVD
Target sequence (P55212 194-293 limits assumed): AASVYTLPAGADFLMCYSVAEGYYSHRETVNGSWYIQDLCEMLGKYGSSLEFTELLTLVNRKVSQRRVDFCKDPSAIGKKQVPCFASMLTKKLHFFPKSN
Statin myotox sup – suppression of simvastatin myotoxicity; C2C12 myotubes + simvastatin, ATP luminescence, 48 h; scaled: DMSO 0, geranylgeraniol control 100; rescue of ATP level, % at 7.49 µM; actives 0.78% (n = 330,000); AID 602340;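 active means mean ATP rescue above about 67%, or every replicate alone reaching that limit, limit read from the data, passing the limit was not always enough; inconclusive means no clear call, values can overlap the other calls; inactive means mean under the limit and some replicate under it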;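 further: myotubes were challenged with 10 µM simvastatin during compound exposure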
esBAF inh – SWI/SNF esBAF complex inhibition | actives 2% (n = 350,000) | mouse ES cells, Bmi1-luciferase knock-in reporter, 24 h; 100% = twice the neutral-well signal | AID 602393 | reporter increase, % at 12.5 µM; in the data active means activation above about 40%; inconclusive means no clear call, values can overlap the other calls;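 further: 0% = median of the plate's neutral control wells and 100% = double that signal; a rise in the Bmi1 reporter signal indicates esBAF inhibition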
FN deposit inh – fibronectin deposition inhibition; AH1F fibroblasts, Alexa488-fibronectin deposition fluorescence, overnight; inhibition, % at 12.6 µM; actives 0.086% (n = 350,000);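 active means mean inhibition across replicates of 30% or more, regardless of how many single replicates reach that level; inconclusive means mean under 30% yet at least half of replicates reach 30%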;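 further: positive control wells lacked labelled fibronectin entirely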
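Material – AH1F fibroblast monolayer, labelled fibronectin deposition · Reagent – labelled fibronectin 24 nM · Timing – 1 h adhesion, overnight exposure · Measured by – fluorescence at 485 nm excitation, 525 nm emission · Read-out – inhibition of fibronectin deposition signal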
The depositor's hits bear a star; ? = inconclusive; · = no result given.

SMILES	SIRT5 inh	LGR2 inh	S100A4 inh HTS	CASP6 VEID inh	Statin myotox sup	esBAF inh	FN deposit inh
COc1ccc(N2CCN(C(=O)c3ccc(NS(=O)(=O)c4cccc(F)c4)cc3)CC2)cc1	·	-19	·	·	10	17	-7
CC(=O)N1CCc2c(sc(NC(=O)C3CCN(S(=O)(=O)c4cccs4)CC3)c2C(N)=O)C1	1	0	3	4	7	1	·
O=C1C2C3c4ccccc4C(c4ccccc43)[C@@H]2C(=O)N1c1nc(-c2ccccc2)cs1 (some centres not stated)	0	4	0	-3	·	·	-3
Cc1cc[n+](-c2nc3ccccc3nc2[N-]S(=O)(=O)c2cccs2)cc1C	2	·	-2	1	·	·	4
COC(=O)C1=C(C)NC2=C(C(=O)c3ccccc32)C1c1cccc(OC)c1 (configuration not stated)	-4	·	-4	5	·	·	-4
O=C(CCNS(=O)(=O)c1ccccc1C(F)(F)F)N1CCN(S(=O)(=O)c2cccc(F)c2)CC1	1	-3	10	-219	·	·	3
O=C(c1cnccn1)N1CC2(C1)[C@@H](c1ccccc1)[C@@H](CO)N2C(=O)c1ccccc1	0	-1	1	-1	·	·	·
COc1cc(C2SCC(=O)N2c2nnc(C34CC5CC(CC(C5)C3)C4)s2)cc(OC)c1OC (configuration not stated)	·	·	·	·	19	-5	3
O=C(CNC(=O)c1ccncc1)N/N=C/c1ccc(Br)cc1	-3	·	3	1	8	-10	0
C[C@@H]1CN([C@H](C)CO)S(=O)(=O)c2ccc(/C=C/c3ccccc3)cc2O[C@@H]1CN(C)C(=O)Nc1ccc(F)cc1	0	6	3	2	6	2	5
OCCCn1c(-c2ccccc2)nc(=S)c2c1CCCC2	·	·	·	·	1	-4	0
O=C(C[C@H]1CC[C@H](NC(=O)Cc2ccccn2)[C@H](CO)O1)NCCc1ccncc1	-3	-20	-4	-2	-5	3	-3
COc1ccc(O)c(C(=O)c2cnn(-c3ccccc3)c2)c1	-4	-45	-3	·	17	53*	1
O=C(COc1ccc(S(=O)(=O)Nc2ccccc2)cc1)NCc1ccccn1	-2	-4	-1	-4	-6	-4	·
COc1cc(C(=O)Nc2ccc(C(=O)NCC3CCCO3)cc2)cc(OC)c1OC (configuration not stated)	-4	-2	-1	-4	0	3	-5
CCOC(=O)C1CCCCN1Cc1ccc(-c2ccccc2)cc1 (configuration not stated)	-1	0	-3	3	-1	9	-1
COc1ccc(N2CCN(C3CCCN(C(=O)c4cccc(C)n4)C3)CC2)cc1 (configuration not stated)	-14	4	7	3	-8	-6	-8
NC(=O)COC(=O)C(Cc1ccccc1)NS(=O)(=O)c1ccccc1F (configuration not stated)	·	·	·	·	109*	-7	-1
CC1=C([N+](=O)[O-])C(c2ccc3c(c2)OCO3)N(C)C(=O)N1C (configuration not stated)	0	4	-4	-3	5	-6	1
COc1c(C)cc(S(=O)(=O)NC2CC(C)(C)NC(C)(C)C2)c(C)c1C	·	·	·	·	21	-5	10
Cc1onc(-c2ccccc2Cl)c1C(=O)N1CCCCCC1	-2	14	-5	1	-5	6	-5
O=C(C[C@@H]1C[C@H]2c3cc(NC(=O)C4CCOCC4)ccc3O[C@H]2[C@@H](CO)O1)NC1CCCCC1	-5	-7	4	1	-2	4	-10
CN1CCN(C(=O)C[C@H]2C=C[C@H](NC(=O)c3ccc4c(c3)OCO4)[C@H](CO)O2)CC1	2	-1	0	4	0	2	5
CC1(Oc2ccccc2)CCN(Cc2ccc(-c3ccccn3)cc2)C1 (configuration not stated)	·	-19	-4	-5	-2	7	0
Cc1[nH]nc2c1C(c1ccccc1)N(c1ccccc1)C2=O (configuration not stated)	-1	-1	21	0	·	·	6
Cc1ccc(-c2ccc3c(c2)O[C@@H](CN(C)CC2CCCC2)[C@H](C)CN([C@@H](C)CO)S3(=O)=O)cc1	-1	-5	2	1	-106	-9	·
COc1ccc(N2CCN(CCCNC(=O)CCCn3c(=O)[nH]c4ccsc4c3=O)CC2)cc1	·	·	·	·	9	1	-29
O=C(O)c1cccc(Cn2cccn2)c1	·	·	·	·	15	15	-3
CCOC(=O)c1ccc([N+](=O)[O-])cc1NC(C)=O	1	2	-3	0	0	-1	-3
O=C(c1cnccn1)N1CC(=O)N2[C@H](CO)[C@H](c3ccc(C#CCc4ccccc4)cc3)[C@H]2C1	0	-1	6	2	·	·	·
C[C@H](CO)N1C[C@H](C)[C@H](CN(C)S(=O)(=O)c2ccccc2)Oc2c(NC(=O)c3ccc(-c4nccs4)cc3)cccc2C1=O	8	-6	22	1	-26	-7	·
CSc1ncccc1C(=O)NCc1ccccc1Cl	0	-9	1	-3	3	6	0
COc1ccc(CC(=O)NCC(C)(C)N2CCOCC2)cc1	-3	-8	-4	-2	10	-6	0
CNC[C@@H]1OCCCC[C@H](C)Oc2ccc(NC(=O)c3ccccc3)cc2C(=O)N([C@@H](C)CO)C[C@H]1C	2	1	-5	1	-32	3	·
O=C(C[C@@H]1C[C@@H]2c3cc(NC(=O)C4CCC4)ccc3O[C@@H]2[C@H](CO)O1)NCc1ccc2c(c1)OCO2	2	8	-4	3	-5	-1	-5
C[C@H](CO)N1C[C@H](C)[C@@H](CN(C)CC2CC2)OCCCC[C@H](C)Oc2ccc(NS(=O)(=O)c3ccc(Cl)cc3)cc2C1=O	4	21	4	-4	·	0	·

Two compounds picked at random from the list so far, as already listed:
SMILES	SIRT5 inh	LGR2 inh	S100A4 inh HTS	CASP6 VEID inh	Statin myotox sup	esBAF inh	FN deposit inh
CNC[C@@H]1OCCCC[C@H](C)Oc2ccc(NC(=O)c3ccccc3)cc2C(=O)N([C@@H](C)CO)C[C@H]1C	2	1	-5	1	-32	3	·
O=C(O)c1cccc(Cn2cccn2)c1	·	·	·	·	15	15	-3

New compounds follow:
SMILES	SIRT5 inh	LGR2 inh	S100A4 inh HTS	CASP6 VEID inh	Statin myotox sup	esBAF inh	FN deposit inh
CCOC(=O)c1c(NC(=O)c2cc(C)oc2C)sc(C(=O)Nc2ccc(Cl)cc2)c1C	·	·	·	·	-29	?	1
O=C(O)c1ccc(S(=O)(=O)NCc2ccc3c(c2)OCO3)cc1	14	12	-6	0	5	-10	3
C=CCC1(C(=O)NCCO)CCN(C(=O)OC(C)(C)C)CC1	·	8	-2	·	4	-2	9
CN(C)C(=O)c1cccc(-c2ccccc2[C@@H]2[C@@H](CO)N(C(=O)C3CCC3)[C@H]2C#N)c1	-3	-3	10	1	·	·	-15
CCCCNC(=O)c1nc(C2CCN(S(=O)(=O)c3c(F)cccc3F)CC2)oc1-c1cccc(C(F)(F)F)c1	-2	-9	-6	-2	-4	-6	3
CCN(CC(=O)Nc1ccccc1C(F)(F)F)C(=O)c1ccc2c(=O)n3c(nc2c1)CCC3	22*	-5	-1	-128	12	2	-5
Cc1sc(NC(=O)c2cc(-c3ccccc3)nc3ccccc23)c(C(N)=O)c1C	·	22	4	-1	·	·	3
CC(=O)OC1CCC2C3CCC4=C(CC(F)C(=O)C4)C3CCC12C (configuration not stated)	0	·	-3	-1	3	-2	2
CC(=O)N1[C@H](CN(C)C(=O)C2CCC2)[C@@H](c2ccccc2)[C@@H]1CO	-2	16	-2	0	-1	-2	-11
COc1ccc(S(=O)(=O)Nc2ccc3c(c2)C(=O)N([C@H](C)CO)C[C@@H](C)[C@H](CN(C)CC2CCCCC2)O3)cc1	-3	14	-4	2	31	8	·
C(=C\c1ccccc1)/CN1CCN(C(CCc2ccccc2)c2nnnn2C2CCCCC2)CC1 (configuration not stated)	-1	-1	2	3	-3	7	-6
Cc1ccc(C)c(OCc2cc(C(=O)NC(c3ccccn3)C(F)(F)F)no2)c1 (configuration not stated)	-1	7	1	0	3	-10	6
Cc1ccccc1N=C1Nc2ccccc2N[C@]12C[C@H]1CCC(=O)N3CC[C@@H](C2)[C@@H]13	-4	-14	4	-3	31	0	-1
O=C(C[C@H]1C[C@@H]2c3cc(NC(=O)c4cccnc4)ccc3O[C@@H]2[C@@H](CO)O1)NCCN1CCCCC1	0	0	-1	0	-4	-6	·
Cc1cccc(S(=O)(=O)N2CC[C@@H]3[C@@H](CO)N(C)c4ccc(-c5ccc(C#N)cc5)cc4[C@@H]32)c1	-1	26	-2	0	3	-10	13
C[C@H]1CN([C@@H](C)CO)S(=O)(=O)c2ccc(C3=CCCC3)cc2O[C@@H]1CN(C)C(=O)c1ccccn1	-3	3	1	1	-21	7	·
Cc1ccc(N(Cc2ccccc2)C(=O)c2ccc(F)cc2)cc1	-3	-27	-5	1	1	35	4
COc1ccccc1C(=O)NCCC(=O)NCC1CCCO1 (configuration not stated)	0	-9	-2	3	2	1	-3
C[C@H](CO)N1C[C@H](C)[C@@H](CN(C)C(=O)Nc2ccc(C(F)(F)F)cc2)Oc2ccc(NC(=O)Nc3cccc4ccccc34)cc2CC1=O	1	-7	3	1	-22	-10	·
COc1ccccc1OCC(=O)Nc1ccc(NC(=O)COc2ccccc2OC)cc1	-1	22	-10	0	·	·	9
CC(=O)c1cccc(NC2c3ccccc3C(=O)N2Cc2ccco2)c1 (configuration not stated)	-2	0	3	3	4	14	11
C[C@@H]1CCCCO[C@@H](CN(C)Cc2ccccc2)[C@@H](C)CN([C@@H](C)CO)C(=O)c2cc(NS(C)(=O)=O)ccc2O1	·	4	·	·	-45	0	·
COc1cc(/C=N/Nc2ccc(Cl)nn2)cc(OC)c1O	5	-9	6	-1	-2	2	-3
CN(C)C(=S)Nc1ccc(Br)cc1Cl	2	0	-8	2	7	0	3

Structures from the list above with a furan ring, fused or not, in the order listed:
SMILES	SIRT5 inh	LGR2 inh	S100A4 inh HTS	CASP6 VEID inh	Statin myotox sup	esBAF inh	FN deposit inh
CCOC(=O)c1c(NC(=O)c2cc(C)oc2C)sc(C(=O)Nc2ccc(Cl)cc2)c1C	·	·	·	·	-29	?	1
CC(=O)c1cccc(NC2c3ccccc3C(=O)N2Cc2ccco2)c1 (configuration not stated)	-2	0	3	3	4	14	11

(list continues)
SMILES	SIRT5 inh	LGR2 inh	S100A4 inh HTS	CASP6 VEID inh	Statin myotox sup	esBAF inh	FN deposit inh
Cn1c(COc2ccc([N+](=O)[O-])cc2)nnc1SCC(N)=O	-2	-7	0	-1	·	·	-8
COc1cccc(C#Cc2ccc([C@H]3[C@H]4CN(C(=O)C5CC5)CC(=O)N4[C@H]3CO)cc2)c1	1	-5	4	1	·	·	·
COCC1CCN(C(=O)C2CCC(=O)N(Cc3ccc(Cl)cc3)C2)CC1 (configuration not stated)	0	-2	-3	1	-4	1	-10
C[C@@H](NC(=O)C[C@@H]1C=C[C@@H](NC(=O)C2CC2)[C@@H](CO)O1)c1ccccc1	0	5	-8	0	-3	7	-1
Cc1ccccc1CC1(C)C(=O)Nc2ccc(S(=O)(=O)NC3CCCCC3)cc21 (configuration not stated)	·	1	-6	0	19	1	-6
COc1ccc(CCNC(=O)COC(=O)c2ccc(Br)o2)cc1OC	·	·	·	·	2	-7	5
COC(=O)N1CCCCC1c1cc(C(=O)NCc2ccccc2)no1 (configuration not stated)	·	-18	-3	-1	4	0	-1
COc1ccc(NC(=O)Nc2ccc3c(c2)C(=O)N([C@@H](C)CO)C[C@H](C)[C@H](CN(C)S(=O)(=O)c2ccc(OC)cc2)OCCCC[C@@H](C)O3)cc1	·	-3	·	·	·	8	-8
CC(C)CC(C(=O)NC(C)(C)C)N(Cc1cccs1)C(=O)c1snc(C(N)=O)c1N (configuration not stated)	-2	·	8	2	·	·	13
COc1cccc(C2NC(=O)c3ccccc3O2)c1OC (configuration not stated)	·	·	·	·	-1	-2	0
Cc1nc(SCc2cccc(F)c2)[nH]c(=O)c1C#N	·	12	·	·	29	-6	-2
CCc1ccnc(NC(=O)NS(=O)(=O)c2ccc(C)cc2)c1	-1	-10	-1	-3	·	·	2

These rows are one share of the data; count on the stated rates, not on these rows.
